# FLuc stim CS – FLuc activators, initial screening, artefact control for FLuc-dependent activation tests, biochemical, ATPlite luminescence; 200,000 tested, under 10 active; Luciferin 4-monooxygenase (Photinus pyralis), P08659; ATPlite luciferase biochemical, 10 min; 0 = ATP-free wells, 1 = DMSO control; activation factor at 10 µM;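 active = luciferase activation factor, scaled between plate controls, of at least 2 with compound at 10 µM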
#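 assay system = Luciferase/luciferin detection reagent, cell-free biochemical luciferase assay | also added = ATP substrate | times = 10 min post-reagent at room temperature | measured by = luminescence from luciferase reaction | measure = luciferase activation, seen as luminescence increase over controls | benchmarks = low control with PBS replacing ATP, high control enzyme plus ATP without compound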
# G6PDH counter – L. mesenteroides G6PDH inhibitors, counter-screen for G6PDH-coupled screening assays, biochemical, Leuconostoc mesenteroides enzyme; Purified L. mesenteroides G6PDH, diaphorase/resazurin coupled fluorescence, 45 min; 200,000 compounds, 0.12% hits; AID 1020, 2008; glucose-6-phosphate dehydrogenase [Leuconostoc mesenteroides]; inhibition, % at 5 µM; in the data active = inhibition above about 50%
# Diaphorase act – compounds boosting diaphorase resazurin reduction – biochemical, uHTS, resorufin fluorescence, counter-screen for diaphorase-coupled primary assays, primary screen; 190,000 compounds, 0.005% hits; Diaphorase/resazurin coupled assay, 16 min; active compounds read high; 1 = vehicle wells, 0 = NADH-free wells; AID 1229, 2008; activation factor at 20 µM;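 active = diaphorase activity raised at least twofold by the compound at 20 µM; inactive = activation factor below 2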
#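 Material: Purified diaphorase enzyme from Clostridium kluyveri | Buffer or medium: 50 mM HEPES pH 7.4 with 4.542 mM MgCl2, 0.005% Tween 20 | Times: 16 min enzyme reaction, ambient temperature | Signal: Red resorufin fluorescence at 544/590 nm excitation/emission | Measure: Increased resorufin signal from activators or reducing compounds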
# TNAP act hi DEA – TNAP activators at high phosphate acceptor level, primary screen, biochemical, luminescence, uHTS; Alkaline phosphatase, tissue-nonspecific isozyme (Homo sapiens), P05186; purified TNAP, CDP-star luminescence, 1 M DEA, 30 min; active compounds read high; 0 = EDTA background, 1 = DMSO-only activity; activation factor at 20 µM; 200,000 tested, under 10 active;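 active = activation factor at least 2 at 20 µM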
# Target sequence (P05186 whole entry, looked up): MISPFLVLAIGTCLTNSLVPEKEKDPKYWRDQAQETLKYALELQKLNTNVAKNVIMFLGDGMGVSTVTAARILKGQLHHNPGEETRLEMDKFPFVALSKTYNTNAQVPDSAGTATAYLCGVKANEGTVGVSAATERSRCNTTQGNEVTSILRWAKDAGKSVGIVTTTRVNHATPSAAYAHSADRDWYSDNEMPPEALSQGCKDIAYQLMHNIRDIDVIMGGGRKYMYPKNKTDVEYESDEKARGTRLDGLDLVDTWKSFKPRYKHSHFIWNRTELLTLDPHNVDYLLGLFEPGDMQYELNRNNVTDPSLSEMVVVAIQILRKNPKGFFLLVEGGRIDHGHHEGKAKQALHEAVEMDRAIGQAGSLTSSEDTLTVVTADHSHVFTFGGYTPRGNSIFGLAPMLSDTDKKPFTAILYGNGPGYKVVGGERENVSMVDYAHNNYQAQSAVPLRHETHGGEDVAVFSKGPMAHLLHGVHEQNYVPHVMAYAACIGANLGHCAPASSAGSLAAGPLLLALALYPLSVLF
#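 Measured by: Luminescent substrate turnover signal | Test system: Human TNAP | Input: TNAP 1/800 final | Dosing: 20 µM single point | Schedule: 30 min, room temperature | Controls: EDTA wells as negative control, DMSO wells as positive control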
# PMI activator – activators of human PMI, primary screen, biochemical, fluorescence intensity, near-Km mannose 6-phosphate; purified human PMI, coupled resazurin fluorescence, 20 min; active compounds read high; 1 = vehicle control, 0 substrate-free wells; activation factor at 20 µM; 190,000 compounds, 0.005% hits; Mannose-6-phosphate isomerase (Homo sapiens), P34949;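 active = activation factor of 2 or more at 20 µM, relative to plate controls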
# Target sequence (P34949 whole entry, looked up): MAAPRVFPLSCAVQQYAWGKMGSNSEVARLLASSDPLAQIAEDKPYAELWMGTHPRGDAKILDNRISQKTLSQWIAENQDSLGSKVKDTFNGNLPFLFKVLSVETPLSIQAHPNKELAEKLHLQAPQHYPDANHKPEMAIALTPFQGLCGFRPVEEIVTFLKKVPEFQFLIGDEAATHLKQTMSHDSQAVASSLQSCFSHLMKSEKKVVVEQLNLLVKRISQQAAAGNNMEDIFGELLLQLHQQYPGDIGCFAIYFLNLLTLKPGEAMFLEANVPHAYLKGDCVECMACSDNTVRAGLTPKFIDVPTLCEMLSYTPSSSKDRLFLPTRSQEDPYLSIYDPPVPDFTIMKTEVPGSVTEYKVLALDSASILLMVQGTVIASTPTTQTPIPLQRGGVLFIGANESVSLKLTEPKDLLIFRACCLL
# TNAP inh hi DEA – human TNAP enzyme inhibitors, primary screen, biochemical, luminescent, high phosphate acceptor level, uHTS | Alkaline phosphatase, tissue-nonspecific isozyme (Homo sapiens), P05186 | purified TNAP, CDP-star luminescence, 1 M DEA | inhibition, % at 20 µM | 200,000 compounds, 0.03% hits | AID 1135, 2008;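 active = over 50% inhibition of tissue-nonspecific alkaline phosphatase at 20 µM in the single-dose screen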;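 also: plate controls were DMSO wells for no effect and EDTA-quenched wells as full inhibition for full effect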
# PMI act hi M6P – human PMI activators, high substrate, primary screen, biochemical, fluorescence intensity, near-saturating mannose 6-phosphate | 190,000 compounds, 0.34% hits | activation factor at 20 µM | AID 1216, 2008 | coupled PMI enzyme assay, resazurin fluorescence, 20 min; active compounds read high; 1 = untreated enzyme, 0 = substrate-free blank;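 active = activation factor of 2 or more at 20 µM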
#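 Test system: human phosphomannose isomerase with PGI, G6PDH, diaphorase coupling enzymes; Amount: PMI at 15 ng/mL final; Reagent: Mannose-6-phosphate 1.0 mM (near-saturating) plus 0.22 mM NADP+; Timing: 20 min, room temperature; Technique: resorufin fluorescence at Ex 544/Em 590 nm; Dosing: 20 µM single dose.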
# Diaph inh CS – diaphorase inhibitors and chemical oxidizers, primary screen, counter-screen for diaphorase-coupled primary assays, biochemical, uHTS, resorufin fluorescence | 190,000 compounds, 0.69% hits | AID 1217, 2008 | inhibition, % at 20 µM | diaphorase resazurin-to-resorufin fluorescence, NADH, 16 min; bacterial (C. kluyveri) enzyme, not human;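 active = primary screen inhibition at 20 µM above a set limit, cut at about 50% in these data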;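 also: plate controls were DMSO with full reaction for no effect and wells lacking NADH for full effect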
#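 Test system: diaphorase enzyme from Clostridium kluyveri; amount: diaphorase at 0.14 U/mL in enzyme working solution; detection: fluorescence of resorufin formed from resazurin, Ex 544/Em 590 nm; times: reaction incubation of 16 min at room temperature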
# TNAP inh noacc – human TNAP enzyme inhibitors, primary screen, biochemical, luminescent, no phosphate acceptor, uHTS. purified TNAP, CDP-star luminescence, 30 min. inhibition, % at 20 µM. 200,000 compounds, 0.26% hits. AID 1012, 2008;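 active = tissue-nonspecific alkaline phosphatase inhibition above about 50% at 20 µM in the single-dose screen, limit read from the data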;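 also: 0% = DMSO negative control and 100% = EDTA positive control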
# Efa HMGR inh – inhibitors of E. faecalis class II HMGR, primary screen, biochemical, Enterococcus faecalis; purified E. faecalis HMGR, NADPH absorbance 340 nm kinetic; 190,000 compounds, 0.41% hits; HMG-CoA reductase (Enterococcus faecalis, mvaE); inhibition, % at 10 µM; AID 1066, 2008;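 active = inhibition above a set limit, the median over all tested compounds plus 3 SD, cut at about 9.5% in these data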;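 also: enzyme runs in reverse so mevalonate oxidation gives rising NADPH absorbance; 0% = complete reaction with DMSO and 100% = background rate lacking mevalonate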
# Starred values were filed as active, the others as inactive; . = not tested or not shown.
SMILES	FLuc stim CS	G6PDH counter	Diaphorase act	TNAP act hi DEA	PMI activator	TNAP inh hi DEA	PMI act hi M6P	Diaph inh CS	TNAP inh noacc	Efa HMGR inh
Cc1cccc(/C(N)=N/OC(=O)Cc2cccs2)c1	0.8	5.9	0.9	1	0.9	-0.3	0.9	10.8	-9.0	6.4
Cc1n[nH]c(C)c1S(=O)(=O)N1CCc2ccccc21	1	3.1	0.8	1	1	-0.4	0.9	21.2	44.3	2.0
Cc1ccc(N(CN2C(=O)NC(C)(C)C2=O)CN2C(=O)NC(C)(C)C2=O)cc1	1.1	4.1	0.9	1.1	1	-7.5	1.1	9.1	-5.8	5.2
CC1CCc2nn(CC(=O)Nc3ccc(F)cc3F)cc2C1 (stereo not drawn)	1.1	-18.3	0.9	1	0.9	-2.8	0.9	10.0	-21.4	3.2
COc1cccc(OCCOc2ccccc2OC(C)C)c1	1	12.2	0.9	1	1	0.4	0.9	7.4	-8.2	3.1
CC(C)CN1C(=O)/C(=C(/C#N)C(=O)NC2CCCCC2)c2ccccc21	1.1	5.5	0.9	1	0.8	1.9	0.8	6.3	-3.5	-2.3
Cc1ccc(NC(=O)C2CC(=O)NC(N3CCc4ccccc43)=N2)cc1 (stereo not drawn)	1	-26.8	1	0.9	1	5.8	1.1	-1.4	-7.2	-2.3
CC(C)c1onc(C(=O)NC2CCCCC2)c1[N+](=O)[O-]	1.1	4.5	0.9	1.1	1	-7.2	1	10.8	-2.0	-7.2
CC(C)(C)CC(=O)Nc1nn[nH]n1	1	1.4	0.9	1	1.1	0.1	1.1	10.1	-3.2	2.6
COc1cc(OC)cc(-c2nnc(N(C)C(=O)c3ccncc3)s2)c1	1.1	0.2	0.8	1.1	1.1	-7.8	1	17.2	-14.6	0.3
O=[N+]([O-])c1ccc(Cl)cc1NCCCN1CCOCC1	1.1	-8.8	1	0.9	1	12.6	1	0.0	10.9	-2.5
Cc1c(C#N)c2ccccc2n1CC(=O)N1CCCC1	1	13.3	1.2	1.1	1.1	-5.6	1.1	-16.3	9.1	-1.9
Cn1c(CNC(=O)OC(C)(C)C)n[nH]c1=S	1.1	8.7	.	1	.	-2.6	.	.	-4.7	0.8
CCCC(=O)Nc1ccc(NC(=O)Cc2ccccc2)cn1	1.1	13.5	0.9	1	0.9	-2.6	1	12.3	-6.7	1.0
Cc1cc2c(OCC(O)CN3CCCC3)cccc2[nH]1 (stereo not drawn)	1	-2.6	0.9	1	1	-4.7	0.8	5.2	-13.8	-2.5
CCOc1cccc(C(=O)Nc2cccc(-c3nnc(-c4ccccc4)o3)c2)c1	1	-0.2	1	1	0.9	-3.0	1	-1.7	-5.4	1.1
CC1C(Br)C(=O)NC(=O)N1Cc1ccccc1 (stereo not drawn)	1.1	5.4	1	1.1	1.1	-5.2	1	3.8	-6.5	4.2
CC1(C)OC(=O)N(c2ccccc2)C12C=Cc1c(ccc3ccccc13)O2 (stereo not drawn)	1.1	-1.8	0.7	1	0.8	-4.5	0.8	30.4	-8.0	-4.1
C=CCSc1nnc(-c2ccccc2N=Cc2c(C)[nH]n(-c3ccccc3)c2=O)c(=O)[nH]1	0.9	6.5	1	1.1	1.4	-7.0	1.7	2.7	-6.3	-1.2
COc1ccc(C(C#N)(CCC#N)CCC#N)cc1OC	1.1	6.5	0.9	1	0.9	1.5	1	10.1	0.5	-4.6
CC1(C)CC(=O)c2sc(NC(=O)c3ccc4ncsc4c3)nc2C1	0.5	-32.6	0.8	1	1.1	-1.7	1.1	16.2	1.9	-9.4
CCOC(=O)C(=O)N=Nc1c(O)[nH]c2ccccc12	1	-1.1	0.8	1	1	0.8	1	24.6	-6.4	1.1
CCCCC(c1nnnn1CS(=O)(=O)c1ccc(C)cc1)N1CCN(C)CC1 (stereo not drawn)	1	10.7	.	1	.	-2.6	.	.	-4.7	-0.1
O=C(CSc1nc2ccccc2n1-c1ccccc1)NCC1CCCO1 (stereo not drawn)	1.1	-1.7	0.9	1.1	1	-8.1	1	12.3	-14.1	3.1
O=c1c2sccc2nc(SCc2ccc([N+](=O)[O-])cc2)n1Cc1ccccn1	1.1	-3.2	0.9	1	1.1	2.2	0.9	10.3	-5.0	-9.4

# An excerpt from above in order of their number in Efa HMGR inh, falling:
mol,FLuc stim CS,TNAP act hi DEA,PMI activator,TNAP inh hi DEA,PMI act hi M6P,TNAP inh noacc,Efa HMGR inh
O=C(CSc1nc2ccccc2n1-c1ccccc1)NCC1CCCO1 (stereo not drawn),1.1,1.1,1,-8.1,1,-14.1,3.1
Cn1c(CNC(=O)OC(C)(C)C)n[nH]c1=S,1.1,1,.,-2.6,.,-4.7,0.8
CCCCC(c1nnnn1CS(=O)(=O)c1ccc(C)cc1)N1CCN(C)CC1 (stereo not drawn),1,1,.,-2.6,.,-4.7,-0.1
C=CCSc1nnc(-c2ccccc2N=Cc2c(C)[nH]n(-c3ccccc3)c2=O)c(=O)[nH]1,0.9,1.1,1.4,-7.0,1.7,-6.3,-1.2
Cc1cc2c(OCC(O)CN3CCCC3)cccc2[nH]1 (stereo not drawn),1,1,1,-4.7,0.8,-13.8,-2.5

# (next part)
SMILES	FLuc stim CS	G6PDH counter	Diaphorase act	TNAP act hi DEA	PMI activator	TNAP inh hi DEA	PMI act hi M6P	Diaph inh CS	TNAP inh noacc	Efa HMGR inh
CCCCNCCOCCOc1ccc(Cl)cc1Br	1.1	2.2	0.9	1	1.1	-4.3	1.1	8.7	-15.8	-2.4
COC(=O)c1ccccc1NC(=O)c1cc2ncc(Br)cn2n1	1.1	3.2	0.9	1.1	0.9	-5.8	1	14.6	-9.4	-0.8
Cc1ccc(CSc2nnc3ccc(-c4ccncc4)nn23)cc1	1	-1.8	1	1	1.1	-2.9	1.1	-0.6	-11.3	-8.6
CC(=O)Nc1ccc(S(=O)(=O)Nc2cccc(-c3csc(C)n3)c2)cc1	1.1	12.1	0.8	1	0.9	-3.6	0.9	20.0	-11.3	0.0
CCC1C(O)=C(c2ccccn2)C(=N)N1c1ccccc1 (stereo not drawn)	1	3.4	0.8	1.1	1.1	-5.2	0.8	17.8	-11.1	-0.4
COc1cc(C2CC(c3cccnc3)=NN2c2ccc(F)cc2)cc(OC)c1OC (stereo not drawn)	1	2.2	0.8	1.1	1.1	-10.3	0.9	18.3	-50.6	-6.2
CCOC(=O)c1oc2ccccc2c1CSc1nnnn1-c1ccccc1	1.1	-0.2	0.9	1	0.8	-4.9	0.9	12.8	-8.9	-1.6
O=[N+]([O-])c1ccc2[nH]c(O)c(N=NC(=S)NCC3CCCO3)c2c1 (stereo not drawn)	1	-5.1	0.7	0.8	0.9	19.4	0.9	26.2	-46.2	-2.5
CCN(CC)C(=O)CSc1ncnc2sc(C)c(C)c12	1.1	17.1	0.9	1.1	1	-5.9	1.2	8.5	-8.8	0.5
COc1ccccc1NC(=O)CCC(=O)N/N=C(/C)c1ccc(C)cc1	1	3.8	0.9	1	1.1	1.6	1	13.3	-16.6	0.1
COc1ccc(C)cc1NC(=O)CCN1CCCC1	1	-3.8	0.9	1.1	0.9	-7.3	1	8.5	-10.6	0.8
CCOCC(=O)Nc1ccc2c(c1)OCCO2	0.9	2.6	0.9	1.1	1.2	-6.5	1	9.4	-9.3	-3.9
Fc1cccc(-c2cc3nc4c(c(N5CCC6(CC5)OCCO6)n3n2)CCCC4)c1	1	8.2	0.8	1	0.9	0.2	0.9	15.5	-2.3	0.7
Cc1cc2cc(OCC(=O)O)ccc2n1C	1	7.2	0.9	1	1.1	2.7	1	8.0	-7.4	0.5
COc1cc2nc(-c3ccccc3)nc(N3CCCC3)c2cc1OC	1.1	-38.1	1.1	1	1	-4.6	1	-7.2	1.1	-3.9
CCOC(=O)c1cc(NC(=O)Nc2nccs2)c(C)nc1C	1	1.4	0.9	1	1.2	-4.7	1.3	6.9	43.7	-0.5
CC(C)c1c(C#N)c(N)nc(SCC(=O)c2cc3ccccc3oc2=O)c1C#N	1.1	-39.7	1	1.1	1.1	-5.6	1.3	2.8	-13.5	-2.0
CC(C)CCNC(=O)NC(=O)COc1ccccc1C#N	1	-10.4	0.8	1.1	0.9	-5.0	0.9	22.9	-14.5	-2.5
COCCCNC(=O)CN(c1cc(Cl)ccc1OC)S(=O)(=O)c1ccc(C)c([N+](=O)[O-])c1	1	4.1	0.8	1.1	1	-6.7	1	17.7	-4.6	-14.4
CCOc1ccc(NC(=O)CN2C(=O)COc3ccc(Cl)cc32)cc1	1	-0.5	0.8	1	0.9	-4.7	0.9	21.5	-12.9	3.4
COc1ccc(CNc2oc(COc3ccc(Cl)cc3)nc2C#N)cc1	1.1	0.5	0.7	1.1	0.9	-9.5	0.9	25.9	-12.7	-3.9
CCN1CCS/C1=C\C=C\C1=[N+](CC)CCS1	1	1.8	0.9	0.8	0.9	20.8	0.9	6.1	27.2	-3.1
O=C(NNC1=NCCCCC1)c1ccccc1	1	-1.6	0.9	1.1	1	-6.6	1	11.4	-14.3	-3.8
CCOc1ncccc1C(=O)OCC(=O)Nc1cccc(S(N)(=O)=O)c1	1	2.8	0.9	1	1	-1.8	1.1	14.7	-2.9	5.2

# Grouped by structure, those above with a tert-butyl group
SMILES	FLuc stim CS	G6PDH counter	Diaphorase act	TNAP act hi DEA	PMI activator	TNAP inh hi DEA	PMI act hi M6P	Diaph inh CS	TNAP inh noacc	Efa HMGR inh
CC(C)(C)CC(=O)Nc1nn[nH]n1	1	1.4	0.9	1	1.1	0.1	1.1	10.1	-3.2	2.6
Cn1c(CNC(=O)OC(C)(C)C)n[nH]c1=S	1.1	8.7	.	1	.	-2.6	.	.	-4.7	0.8

# Source: PubChem
